# TEAD-YAP inh – TEAD-YAP interaction inhibition | HEK-TIYL cells, TEAD-Gal4/YAP UAS-luciferase luminescence | inhibition, % at 9.12 µM | 640,000 tested, 1.4% active | AID 1259422; in the data active means inhibition above about 32%;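 further: 0% = median of test compound wells and 100% = reference inhibitor wells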
# MITF primary – human MITF inhibition, primary screen. O75030. AlphaScreen MITF homodimerization, bead proximity signal. inhibition, % at 2.6 µM. 650,000 tested, 0.91% active. AID 1259374; in the data active means inhibition above about 50%;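 further: 0% = vehicle wells with protein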
# GPR151 ag – human GPR151 activation. 650,000 tested, 1% active. Q8TDV0. PathHunter beta-arrestin GPR151 cells, luminescence. activation, % at 11.2 µM. AID 1508602; in the data active means activation above about 4.9%;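 further: 0% = median of compound wells and 100% = cells with positive control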
# FBW7 act – activators of human E3 ligase FBW7. Q969H0. AlphaScreen FBW7–phospho-cyclin E peptide binding, activator screen. 650,000 tested, 0.13% active. AID 1259310. normalized activity (activation), % at 26.1 µM; in the data active means normalized activity above about 1.9%;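 further: purified mutant Fbw7 with reduced substrate affinity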
# Target sequence (Q969H0 whole entry, looked up): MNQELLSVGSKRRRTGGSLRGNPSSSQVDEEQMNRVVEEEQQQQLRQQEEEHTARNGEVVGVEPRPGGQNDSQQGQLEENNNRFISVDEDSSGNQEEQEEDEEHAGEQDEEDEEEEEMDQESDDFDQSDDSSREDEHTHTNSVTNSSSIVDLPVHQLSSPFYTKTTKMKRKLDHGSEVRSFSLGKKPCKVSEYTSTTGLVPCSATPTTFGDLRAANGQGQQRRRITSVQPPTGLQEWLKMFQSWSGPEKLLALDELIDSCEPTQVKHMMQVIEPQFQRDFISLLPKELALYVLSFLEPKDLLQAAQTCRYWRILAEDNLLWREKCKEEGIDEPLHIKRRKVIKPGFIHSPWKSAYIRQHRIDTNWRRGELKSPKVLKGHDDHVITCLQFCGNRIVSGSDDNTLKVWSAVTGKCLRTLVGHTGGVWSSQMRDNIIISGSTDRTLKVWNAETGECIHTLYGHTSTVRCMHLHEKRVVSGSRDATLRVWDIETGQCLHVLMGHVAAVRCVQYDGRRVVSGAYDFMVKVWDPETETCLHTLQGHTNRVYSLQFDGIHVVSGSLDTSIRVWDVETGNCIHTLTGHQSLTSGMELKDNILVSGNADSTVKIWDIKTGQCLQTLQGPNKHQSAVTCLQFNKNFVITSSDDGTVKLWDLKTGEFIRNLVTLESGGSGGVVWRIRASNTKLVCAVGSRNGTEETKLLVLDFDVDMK
# An asterisk follows results filed as active.
# Start of the data: the first 4 records, to show the layout:
# Screens in order – TEAD-YAP inh, MITF primary, GPR151 ag, FBW7 act
> O=C1Cc2ccccc2N1CCCN1CCC2(CC1)OCc1ccccc12
    3, 7, -0.5, 0.2
> O=S(=O)(Cc1ccccc1)Nc1ccc(S(=O)(=O)Nc2ncccn2)cc1
    0, 8, -0.4, 0.1
> CCC[C@@H]1NC(=O)[C@H]2CN(C(=O)c3cc(F)ccc3F)CCN2C1=O
    0, 1, 1.0, 0.0
> O=C(Nc1ccc(Cl)c(Cl)c1)c1c(-c2ccc(Cl)cc2)c2c3n(c(-c4ccccc4)nn13)CCCC2
    -7, 17, 1.9, 0.5

# Main list (from the top)
# Screens in order – TEAD-YAP inh, MITF primary, GPR151 ag, FBW7 act
> O=C1Cc2ccccc2N1CCCN1CCC2(CC1)OCc1ccccc12
    3, 7, -0.5, 0.2
> O=S(=O)(Cc1ccccc1)Nc1ccc(S(=O)(=O)Nc2ncccn2)cc1
    0, 8, -0.4, 0.1
> CCC[C@@H]1NC(=O)[C@H]2CN(C(=O)c3cc(F)ccc3F)CCN2C1=O
    0, 1, 1.0, 0.0
> O=C(Nc1ccc(Cl)c(Cl)c1)c1c(-c2ccc(Cl)cc2)c2c3n(c(-c4ccccc4)nn13)CCCC2
    -7, 17, 1.9, 0.5
> O=S(=O)(CC(O)COc1ccccc1)c1ccccn1 (stereo not given)
    5, 4, -1.1, -0.1
> CC(C)CSc1nnc2[nH]c(=O)cc(N)n12
    -12, -3, 0.9, -0.1
> Cc1cccc(-c2nnc(NC(=O)c3c(-c4ccccc4Cl)noc3C)s2)c1
    2, 26, -0.1, 0.3
> O=C(Nc1ncnc2c1ncn2C(CO)CCO)c1ccccc1 (stereo not given)
    -2, 9, -0.4, -0.1
> CSc1ncc(CN2CCC(CO)(CC3CCCCO3)CC2)cn1 (stereo not given)
    -1, 7, 2.1, 0.0
> CC1CCN(C(=O)C2CCN(S(=O)(=O)c3ccc4[nH]c(=O)ccc4c3)CC2)CC1
    2, 5, -0.6, 0.0
> COC(=O)C1=C(C)N(CC(C)C)C(=O)C1
    0, 13, -0.6, 0.0
> CC(=O)Nc1ccc(NC(=O)c2cccc(-c3ccc(C(=O)N4CCN(C)CC4)cc3)n2)cc1
    3, 11, -0.5, 0.0
> O=C(C(=O)c1ccc(I)cc1)c1ccc(F)cc1
    14, 12, -1.8, 0.6
> c1ccc2c(c1)OCC(c1nnc3n1-c1ccccc1SC3)O2 (stereo not given)
    -10, -4, -1.3, -0.2
> NC(=O)c1c(NC(=O)CN(CCO)c2ccccc2)sc2c1CCC2
    5, -3, -0.4, 0.0
> COc1cccc(COc2ccc(C(F)(F)F)cc2[N+](=O)[O-])c1
    -55, -7, -0.6, -0.2
> O=C(Nc1ccc(Oc2ccccc2)cc1)c1ccc2c(=O)n(Cc3ccccc3)c(=S)[nH]c2c1
    -2, -1, 1.1, -0.2
> COc1ccc(C2=CC(c3ccc(OC)c(OC)c3)n3ncnc3N2)cc1OC (stereo not given)
    4, 1, -0.3, 0.4
> O=C(CSc1nnc(COc2ccccc2)n1-c1ccccc1)c1cccs1
    -6, -13, 2.7, -0.1
> CCCC(=O)Nc1ccc(NC(=O)c2ccc(Cl)cc2)nc1
    -14, 14, 1.2, 0.0
> O=C1COc2cc(-c3c(NCCc4ccc(Cl)cc4)c(=O)c3=O)ccc2N1
    5, 8, -1.6, -0.1
> Cc1nn(C)c(Cl)c1S(=O)(=O)Nc1ccccn1
    2, -14, 0.3, 0.1
> Cc1ccc(S(=O)(=O)N/N=C/c2c[nH]c3ccc(Br)cc23)cc1
    -6, -6, 0.6, 0.0
> CCC(C)C(=O)Nc1ncc2c(n1)CC(C)(C)CC2=O (stereo not given)
    -5, 12, 3.5, 0.6
> CCOc1cc(C2C(C(=O)OC)=C(C)Nc3ncnn32)cc([N+](=O)[O-])c1O (stereo not given)
    0, 21, -2.2, 0.8
> C=CCSC1=NC2(CC(c3ccccc3)c3cc(Cl)c(O)cc3O2)CC(C)(C)N1 (stereo not given)
    -9, 13, 0.0, -0.1
> Clc1cccc(-n2nnnc2C(c2ccccc2Cl)N2CCOCC2)c1 (stereo not given)
    4, 5, -0.7, -0.1
> Cc1nc2c(c(N3CCCCC3)n1)CN(C(=O)c1cccc(C#N)c1)CC2
    -7, -15, 4.0, 0.2
> O=C(Nc1ccc(Cl)cc1)N1CCN(C(=O)Nc2ccc(Cl)cc2)CC1
    0, 15, 0.0, 0.3
> O=C(COc1ccccc1)N1CCN(c2nc3ccccc3s2)CC1
    -18, 16, -5.5, 0.2
> CCOc1cc(CNc2ccc3c(c2)OCCO3)ccc1OCC(=O)NC(C)(C)C
    16, 16, 1.1, -0.2
> COC(=O)CC1C(=O)NCCN1C(=O)CSc1nnc(-c2ccccc2)o1 (stereo not given)
    1, -3, 0.2, -0.1
> CCC1(CC)OC(c2ccc(C)o2)Nc2ccccc21 (stereo not given)
    13, 18, -0.5, 0.0
> Cc1cc(C(=O)COc2ccccc2[N+](=O)[O-])c(C)n1C1CC1
    -32, 14, 2.0, -0.1
> COc1ccccc1-n1cc(CN2CCCC(c3ccn[nH]3)C2)cn1 (stereo not given)
    7, -7, -0.5, -0.2
> CC(C)(C)NC(=O)CN(Cc1cccnc1)C(=O)c1csnn1
    6, 5, -0.2, 0.0
> CC(C)(C)SCCN=Cc1c(O)n(Cc2ccccc2)c(=O)[nH]c1=O
    5, 16, 0.4, 0.2
> CCCCn1c(-c2ccc(S(=O)(=O)N3CCOCC3)cc2)csc1=Nc1ccccc1
    -12, 3, 1.6, -0.1
> O=C(c1ccc(C(F)(F)F)cc1)N1CCC(c2cccnc2)CC1
    -5, -2, -0.5, 0.0
> CN1CCCc2cc(C(CNC(=O)c3ccco3)N3CCCCC3)ccc21 (stereo not given)
    -27, 9, 0.3, -0.2

# Next section; it opens with the three that closed the last part.
structure	TEAD-YAP inh	MITF primary	GPR151 ag	FBW7 act
CCCCn1c(-c2ccc(S(=O)(=O)N3CCOCC3)cc2)csc1=Nc1ccccc1	-12	3	1.6	-0.1
O=C(c1ccc(C(F)(F)F)cc1)N1CCC(c2cccnc2)CC1	-5	-2	-0.5	0.0
CN1CCCc2cc(C(CNC(=O)c3ccco3)N3CCCCC3)ccc21 (stereo not given)	-27	9	0.3	-0.2
OC(CNc1nc2ccccc2s1)c1ccccc1 (stereo not given)	-44	-5	0.0	-0.6
COc1cc(NC(=O)CSC2=C(C#N)C(c3ccccc3)C(C(=O)Nc3ccccc3C)=C(C)N2)c(OC)cc1Cl (stereo not given)	23	-5	0.6	0.1
CCOC(=O)CNC(=O)N1c2ccccc2Sc2ccccc21	8	-5	0.2	-0.1
CCOc1ccc(Br)cc1C(=O)N/N=C/c1ccc(O)c(OC)c1	10	11	1.3	0.3
CC(NS(=O)(=O)c1ccccc1)C(=O)Nc1ccc(OCc2ccccc2)cc1 (stereo not given)	-7	-6	1.0	0.1
CCOc1ccccc1C1NC(=S)NC(C)=C1C(=O)OCCSCC (stereo not given)	-5	12	-0.5	-0.2
C=CCN(CC=C)C(=O)CC1C(=O)NCCN1Cc1ccc(F)cc1Cl (stereo not given)	-1	-3	-0.2	-0.1
CCc1nnc(NS(=O)(=O)c2ccc(NC(=O)c3ccccc3[N+](=O)[O-])cc2)s1	3	5	1.4	0.0
CC(=O)Nc1ccc(NC(=O)c2ccc3nc(-c4c(C)nn(C)c4C)sc3c2)cc1	-5	22	-1.3	0.0
Cc1cc(=O)[nH]c(NN=C2C3CC4CC(C3)CC2C4)n1	-2	6	-0.6	-0.1
Cc1[nH]nc2c1C(c1cccc(I)c1)C(C#N)=C(N)O2 (stereo not given)	11	7	3.0	0.0
Cc1cccc(CN2CCN(C3CCCCC3)C(CCO)C2)n1 (stereo not given)	1	-12	2.4	0.0
CCn1c(NCc2cc(Br)ccc2NS(=O)(=O)c2ccc(C)cc2)nc2ccccc21	-10	1	-0.8	0.0
Cc1cc(F)ccc1S(=O)(=O)NCc1ccco1	-6	2	-1.2	0.9
O=S(=O)(/C=C/c1ccccc1)N1CCN(C/C=C/c2ccccc2)CC1	1	11	0.4	-0.1
COc1ccc(Br)cc1CN(C)Cn1nc(C)c([N+](=O)[O-])c1C	5	-2	0.0	-0.1
N#CC1(C#N)C(c2ccnnc2)C(C(=O)c2ccccc2)N2c3ccccc3C=CC21 (stereo not given)	-13	8	1.5	-0.1
COCC(=O)/C=C1\Sc2ccccc2N1C	-7	13	-1.2	0.2
COc1ccccc1NC(C)C(=O)N/N=C/c1ccc(O)cc1O (stereo not given)	15	-2	1.3	0.0
CCOc1cc2[nH]c(=O)n(CCC(=O)NCCOC)c(=O)c2cc1OCC	1	14	-0.2	0.1
CNS(=O)(=O)c1ccc(Cl)c(S(=O)(=O)NC)c1	-3	10	0.1	0.6
c1csc(-c2nnc(N3CCOCC3)c3ccccc23)c1	6	5	5.9*	0.1
CCC(C(=O)O)n1nc(C)n2c(cc3occc32)c1=O (stereo not given)	0	-7	0.5	0.0
c1ccc2cc(OCCn3ccnc3)ccc2c1	-17	15	-0.4	-0.2
CCC(=O)N1CCc2cc(S(=O)(=O)N3CCCc4ccccc43)ccc21	-1	4	0.9	0.2
N#CCOc1ccc2cc(-c3nc4ccccc4s3)c(=O)oc2c1	-14	8	1.4	-0.1
C/C(=N/NC(=O)c1cccc(Cl)c1)c1cccs1	-23	1	1.7	0.0
CC(=O)C1=C(C)NC(=S)NC1c1ccco1 (stereo not given)	-6	5	-0.9	0.2
Cn1c(COc2ccccc2)nn(C2c3ccccc3Oc3ccccc32)c1=S	-5	14	-1.3	0.4
COc1ccc(N2C(=O)CC(NCc3ccco3)C2=O)cc1 (stereo not given)	14	13	0.1	0.0
O=C(Nc1cccc(-c2nc3cc(Cl)ccc3o2)c1)c1cc(I)ccc1Cl	-6	8	0.4	0.0
COc1ccc(C(=O)NNC(=O)c2ccccc2[N+](=O)[O-])cc1	-19	13	-1.5	0.3
CC(=O)N(Cc1ccc(F)cc1)Cc1cc2cc(C)ccc2[nH]c1=O	5	3	-0.4	0.8
Cc1ccccc1NCC(=O)N1CCc2ccccc21	-20	0	-3.1	0.1
NC(=O)CN1C(C(=O)c2ccccc2)=C(NCc2ccccc2)c2ccccc2S1(=O)=O	17	9	0.2	0.2
Cc1ccc(/C=N/Nc2nnnn2-c2cccc3ccccc23)cc1[N+](=O)[O-]	-4	0	-0.2	0.0
O=C(CCc1c[nH]c2ccccc12)N1C[C@@H]2C[C@H]1C(=O)N2c1ccccc1Cl	-2	-8	0.4	0.4
CC(C)CN1CCNC(=O)C1CC(=O)NCCc1cnn(-c2ccccc2)c1 (stereo not given)	6	-21	0.9	0.2
c1cnc2ccc(Nc3nc(Nc4ccc(N5CCOCC5)cc4)c4ncn(-c5ccsc5)c4n3)cc2c1	38*	-1	-1.7	-0.1
CCOc1ccc(NC(=O)c2sc3ncn(CC(=O)Nc4ccc(C)c(Cl)c4)c(=O)c3c2C)cc1	3	17	-0.3	0.1
COc1cccc(NC(=O)C2C3C=CC4(O3)C2C(=O)N(CCc2ccc(OC)c(OC)c2)C4C(=O)NC2CCCCC2C)c1 (stereo not given)	2	9	-1.3	0.0
Cc1nc(-c2cncc(-c3cccs3)c2)cc(=O)[nH]1	2	7	-1.5	0.0
COc1cccc(NC(=O)c2ccnc(C(C)(C)C)c2)c1	-26	16	0.1	0.0
O=C1OC(c2cccc(Br)c2)=N/C1=C/c1cccc2ccccc12	6	9	0.5	-0.1
COC(=O)c1c(OCCN2CCCCC2)cc(=O)n2c1CCN(CC1CC=CCC1)CC2 (stereo not given)	-4	-8	2.8	-0.1
CCCCC(=O)Nc1nnc(-c2ccc(Cl)cc2)s1	-4	-4	0.5	0.0
CCOC(=O)C1=C(C)NC2=C(C(=O)C(C(=O)OCC)C(c3cccc(OC)c3)C2)C1c1ccc(CC)cc1 (stereo not given)	-2	-10	0.9	-0.2
O=C(NCc1ccc2c(c1)OCO2)C(=O)Nc1ccccc1F	-16	4	0.1	0.1
COc1cc(/C=C2\C(=O)N(C)C(=S)N2C)ccc1O	-25	-14	0.0	-0.1
Cc1ccc(S(=O)(=O)N(CC(=O)NCc2ccncc2)c2cc(Cl)ccc2C)cc1	2	-2	-0.9	0.3
CC(=O)NC1(c2ccc(F)cc2)CCN(C(=O)Nc2ccc(F)cc2F)CC1	13	9	-0.8	0.2
O=C(Nc1nnc(S(=O)(=O)N2CCCc3ccccc32)s1)c1cccc(F)c1	8	11	1.0	0.0
CC(C)OC(=O)c1ccc(COC(=O)Cc2ccc([N+](=O)[O-])cc2)cc1	-3	-6	-0.9	-0.1
CCCNc1ccnc(NCc2ccc3c(c2)OCO3)n1	5	1	-0.2	0.0
CSc1nc(N)c2c3c(sc2n1)CC(C(C)(C)C)CC3 (stereo not given)	4	18	-0.6	0.0
O=C(Nc1cccc(-c2ccn[nH]2)c1)C1CCN(CC2CCOC2)CC1 (stereo not given)	8	2	0.3	0.1
COC(=O)c1ccc(-n2c(/C=C\c3ccccc3F)nc3ccccc3c2=O)cc1	4	-7	0.1	-0.1
Cc1ccc(OC(=O)c2nc(S(C)(=O)=O)ncc2Cl)cc1C	48*	9	-0.8	-0.1

# Bioassay records as filed in PubChem.
